# Assay outcomes as filed in PubChem BioAssay.
# IDE inh: cellular human IDE inhibition; P14735; HEK cells, FAbetaB cleavage, fluorescence polarization; inhibition, % at 5.59 µM; 320,000 tested, 0.41% active; AID 434962;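 active = percent inhibition above the average of all tested compounds plus 3 SD, set per screening campaign, cut at about 16% in these data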;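 also: IDE supplied by intact live HEK cells; FP after avidin binding of uncleaved biotin substrate so inhibition keeps polarization high; 0% = DMSO wells and 100% = 60 µM reference IDE inhibitor Ii1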
# NS3 helicase inh: blocks Hepatitis C virus NS3 helicase unwinding; inhibition, % at 10.9 µM; NS3 helicase DNA unwinding, Cy5 molecular beacon fluorescence; AID 1800; 290,000 tested, 0.56% active;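 active = inhibition above the mean of all tested compounds plus 3 SD, set per campaign, cut at about 35% in these data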;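 also: 0% = DMSO wells and 100% = thioflavine S control wells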
#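 System: HCV NS3 helicase fragment; control set: DMSO and thioflavine S; technique: Cy5 fluorescence at 0 and 60 min, beacon hairpin quenching; reagent: beacon DNA duplex substrate plus ATP; replicates: singlicate; schedule: 1 h reaction at 25 °C, ATP-initiated; medium: MOPS buffer pH 6.5 with MgCl2, DTT, Tween20, BSA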
# CRFBP-R2 block: blocks CRF-induced signaling of the CRF-BP/CRF-R2 complex | HEK293 CRF-R2/CRF-BP, CRF-induced calcium fluorescence | inhibition, % at 11.8 µM | 350,000 tested, 0.59% active;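 active = inhibition of the ligand-induced calcium signal above about 50% at the single tested concentration, limit read from the data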
# IDE act: activators of human insulin-degrading enzyme in cells | HEK cells, FAbeta-B cleavage, fluorescence polarization; 0% vehicle, 100% cell-free pure enzyme wells | activation, % at 5.96 µM | 340,000 tested, 0.073% active | P14735;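 active = activation above the mean of all tested compounds plus 3 SD, set per screening campaign, cut at about 17% in these data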
# SUMO HTRF inh: blocks human SUMOylation mediated by UBC9. P63279. HTRF SUMOylation assay, SAE1/SAE2 + UBC9, in vitro. inhibition, % at 35 µM. 290,000 tested, 0.36% active. AID 2006; in the data active = inhibition above about 50%, passing the limit was not always enough; also: strong numbers were not always called active
# IMP-1 inhibitor: inhibitors of Pseudomonas aeruginosa IMP-1 metallo-beta-lactamase; purified IMP-1, nitrocefin hydrolysis, epi-absorbance fluorescence; inhibition, % at 5.6 µM; 290,000 tested, 0.45% active; AID 1556;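 active = inhibition above the mean plus 3 SD of all compounds in the same screening run, cut at about 4.5% in these data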;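 also: 0% = IMP-1 with DMSO and 100% = DMSO wells lacking enzyme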
#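 Material – recombinant IMP-1 enzyme, purified · Amount – IMP-1 0.2 nM before substrate addition · Medium – HEPES buffer pH 7.1 with ZnSO4 and Brij 35 · Timing – 25 °C, 15 min preincubation, 25 min reaction · Measured by – plate fluorescence quenching by hydrolysis product, ex 480/em 530 nm · Read-out – percent enzyme inhibition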
# VIM-2 inh: inhibitors of Pseudomonas aeruginosa VIM-2 metallo-beta-lactamase | AID 1527 | purified VIM-2, nitrocefin hydrolysis, epi-absorbance fluorescence | inhibition, % at 5.6 µM | 290,000 tested, 0.89% active;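 active = inhibition above the mean of all tested compounds plus 3 SD, cutoff set per screening run, cut at about 7.5% in these data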;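 also: red hydrolysis product quenches plate fluorescence so inhibitors raise well fluorescence; 0% = enzyme with DMSO and 100% = DMSO without enzyme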
# GalR3 antagonist: blocks the human galanin receptor 3; O60755; HEK293 GalR3-CNG cAMP membrane potential fluorescence; galR3 body fused to GalR1 C-terminus; inhibition, % at 3 µM; 360,000 tested, 0.44% active; AID 651719;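 active = inhibition above the screen-wide average plus 3 SD, cut at about 13% in these data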;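 also: forskolin and galanin both at EC90 stimulate the cells; cAMP rise reported by CNG channel membrane potential dye signal; 0% = forskolin plus galanin with DMSO and 100% = forskolin alone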
# p-CIP stab down: compounds decreasing mouse p/CIP protein stability; Q05BA5; 290,000 tested, 0.01% active; F442A p/CIP-EGFP cells, EGFP fluorescence, 16 h; decrease of EGFP signal, % at 10 µM;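 active = EGFP signal decrease of at least 30% at 10 µM or well 3 SD below plate mean, unless failing retest; inactive = the rest, including hits failing retest or dose response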; also: some compounds called inactive have numbers as strong as hits; many of its hits are not listed in these tables
# Active calls of the source: *; . = no result given.
# The first 3 records (preview)
# Screens in order: IDE inh, NS3 helicase inh, CRFBP-R2 block, IDE act, SUMO HTRF inh, IMP-1 inhibitor, VIM-2 inh, GalR3 antagonist, p-CIP stab down
- COc1ccc(C(CNC(=O)COc2cc(C)c(Cl)c(C)c2)N2CCCCC2)cc1 (stereo not given)
 : 4, -35, -11, 5, 3, -1.0, -2.3, 2, 0
- CCC(CC)CN1C(N(C)C)=NC[C@@H]1CC(C)C
 : 3, ., 4, 6, ., ., ., -6, .
- CCNC(=O)NC(=O)C(C)OC(=O)c1cccn1C (stereo not given)
 : 9, -1, 9, 3, 2, -5.2, 1.5, -3, 9

# This part in full, from the start:
# Screens in order: IDE inh, NS3 helicase inh, CRFBP-R2 block, IDE act, SUMO HTRF inh, IMP-1 inhibitor, VIM-2 inh, GalR3 antagonist, p-CIP stab down
- COc1ccc(C(CNC(=O)COc2cc(C)c(Cl)c(C)c2)N2CCCCC2)cc1 (stereo not given)
 : 4, -35, -11, 5, 3, -1.0, -2.3, 2, 0
- CCC(CC)CN1C(N(C)C)=NC[C@@H]1CC(C)C
 : 3, ., 4, 6, ., ., ., -6, .
- CCNC(=O)NC(=O)C(C)OC(=O)c1cccn1C (stereo not given)
 : 9, -1, 9, 3, 2, -5.2, 1.5, -3, 9
- O=C(c1ccc(S(=O)(=O)N2CCCCC2)cc1)N1CCN(Cc2ccc3c(c2)OCO3)CC1
 : ., -10, 7, 5, -11, -2.6, -1.6, 4, 6
- CCOC(=O)c1c(-c2ccc(OC)cc2)csc1/N=C/N(C)C
 : 7, 6, 19, 2, 0, -2.8, -2.2, -2, 0
- CC(C)N(C(=O)Cn1c(SCC(=O)NCc2ccc3c(c2)OCO3)nc2ccccc21)C(C)C
 : 1, -1, -17, -4, -18, -3.1, -3.7, -1, -14
- CC1CCCN(C(=O)COC(=O)CSc2ccc(C(N)=O)cc2[N+](=O)[O-])C1 (stereo not given)
 : 1, ., 3, 0, ., ., ., -1, .
- CN1CCN(C2=C(NS(=O)(=O)c3ccccc3)C(=O)c3ccccc3C2=O)CC1
 : 7, 9, -6, 4, 29, -4.0, -4.6, ., -2
- COc1cccc(C(=O)Oc2c(Br)cc(Br)cc2/C=N/NC(=O)c2cc(C)[nH]n2)c1
 : 4, 0, 0, -6, -39, -1.9, -3.8, -7, -8
- Cc1ccnc(NC(=S)NC(=O)c2cncc(Br)c2)c1
 : 1, 11, -30, -1, 2, 0.4, -2.8, 4, 1
- COc1ccc(C2C(C(=O)O)CC(=O)N2c2ccc(OC)cc2)cc1 (stereo not given)
 : 5, -9, 7, 5, 6, -2.3, -0.9, 3, -2
- COc1ccc(-c2noc(N3CCC(C(=O)Nc4cc(OC)ccc4OC)CC3)n2)cc1
 : -1, -6, 7, -4, -4, -4.3, -3.6, ., -2
- Clc1ccc(CN2CCSCC2)cc1Cl
 : 2, -4, -11, 1, 8, -1.8, -1.9, -9, -2
- CCC(C)NC(=O)C1CCN(S(=O)(=O)c2ccc(Br)s2)CC1 (stereo not given)
 : 1, 14, 5, -8, 8, 1.1, -0.4, 0, 10
- CCOC(=O)c1cnc2c(-c3ccc(Cl)cc3)c(C)nn2c1N
 : 3, -6, 8, 0, 19, -2.1, -5.2, 0, 5
- Nc1cc(=O)[nH]c(SCC(=O)Nc2ccc(N3CCCCC3)cc2)n1
 : 2, ., -7, 3, ., ., ., 4, .
- Cc1cc(OCC(F)(F)C(F)(F)C(F)(F)C(F)F)nc(N)n1
 : 2, -5, 26, 2, 14, -1.4, -1.2, -5, -13
- O=C(c1ccc2nc(Cc3ccccc3F)oc2c1)N1CCCC1
 : 5, 10, 3, 3, 9, -1.3, -1.7, -3, -11
- CCOC(=O)N1CCc2c(sc3c2c(=O)n(-c2ccc(CC)cc2)c(=O)n3CC(=O)NCC2CCCO2)C1 (stereo not given)
 : 2, 12, -9, 7, 12, -1.1, -4.4, ., -14
- COCCNC(=O)C(c1ccc(Cl)cc1)N(Cc1ccco1)C(=O)CCC(=O)Nc1ccccn1 (stereo not given)
 : 7, 18, 17, 3, 14, -4.2, -2.4, -7, -11
- COc1ccc(C(=O)O/N=C2\CCS(=O)(=O)c3sccc32)cc1
 : 3, -3, 11, 2, -2, -3.0, -4.2, -4, 2
- CNc1nc(OC)nc(N(C#N)CN2C(=O)c3ccccc3S2(=O)=O)n1
 : 2, 9, 14, 4, 20, 9.4*, 6.5, 3, -1
- Cc1[nH]c(=O)[nH]c(=O)c1S(=O)(=O)N1CCC(C(=O)NC(C)c2ccccc2)CC1 (stereo not given)
 : 14, 7, 3, 4, 8, -3.5, -0.6, -2, 1
- Nc1nc(SCc2ccccc2)n[nH]1
 : 4, -12, -4, -2, 10, 0.0, 0.1, -3, -7
- O=C(Cc1ccccc1F)c1ccc(O)cc1O
 : 0, -3, 10, ., 19, -2.2, -1.1, 3, -11
- O=C(NCC(=O)N1CCC2(CC1)NCCc1[nH]cnc12)c1ccc2ccccc2c1
 : 0, -6, -4, -2, ., -1.6, -2.3, -7, -8
- O=C(N/N=C/c1cccnc1)c1ccc(O)cc1
 : -8, 0, -1, 1, 6, -1.7, -2.0, -9, -7
- CC(C)(C)C(=O)Nc1nnc(Cc2ccccc2)s1
 : 1, 4, -79, 10, -28, -4.1, -3.2, -5, 2
- CCNC(=S)N1CCN(c2nc(-c3ccc(F)cc3)cs2)CC1
 : 19*, -14, 5, -16, -27, -5.0, -2.6, -13, 2
- CCSc1nc(N)c(C#N)c(-c2ccco2)c1C#N
 : 5, 1, -5, 3, 16, 4.5*, 4.3, -3, -5
- CC(=O)c1sccc1NC(=O)CC(C)(C)CC(=O)O
 : 9, 10, -5, ., -3, -3.9, -4.8, 1, -14
- Cc1ccc(S(=O)(=O)N[C@H](C(=O)OCC(=O)NC(=O)NCc2ccco2)C(C)C)cc1
 : 1, ., 1, 6, ., ., ., -4, .
- Fc1ccccc1/C=N/Nc1ncnc2nc[nH]c12
 : 3, 16, 6, 3, 18, 0.7, 4.6, -1, -13
- N#Cc1ccccc1S(=O)(=O)N1CCN(CC(O)COc2ccccc2F)CC1 (stereo not given)
 : -2, -9, 16, -1, 2, 0.6, -0.9, -5, -4
- O=C(O)CC/C(=N\NC(=O)c1ccccc1)c1cccs1
 : -1, -14, -2, 1, -11, -2.1, -3.4, 3, 24
- COc1ccc(-n2cnnc2SCC(=O)N2CCN(S(=O)(=O)c3ccccc3)CC2)cc1
 : 1, -1, -11, 3, -9, -3.7, -3.7, -1, -4
- COc1ccc(N2CCN(C(=O)CSc3nnc(CNc4ccccc4)o3)CC2)cc1
 : 9, 1, 2, 7, -30, -8.2, -4.2, -4, 6
- NS(=O)(=O)c1ccc(N/N=C/c2ccccc2C(=O)O)c([N+](=O)[O-])c1
 : 2, 4, -1, 4, 9, -2.5, -1.6, -2, -4
- O=C(C[C@H]1C/C=C\C[C@H](NC(=O)OCC2c3ccccc3-c3ccccc32)C(=O)OC[C@H]2CCCN2C1=O)NCCO
 : 7, ., -2, 2, ., ., ., -4, .
- O=C(c1cccc(C(F)(F)F)c1)C1CCCN(C(=O)/C=C/c2cnc[nH]2)C1 (stereo not given)
 : ., 3, 2, 1, -11, -5.2, -3.5, -1, -9
- CCS(=O)(=O)N1Cc2ccccc2CC1C(=O)Nc1ccc(OC)cc1 (stereo not given)
 : 0, -3, -1, -1, 11, 2.2, -0.6, -7, -15
- O=C(Nc1cccc(Cl)c1)c1ccc(Cn2cc(Cl)cn2)cc1
 : 6, -11, 10, -1, -1, -4.7, -3.5, -4, -7
- Cc1cc(=O)oc(C)c1C(=O)N1CCN(Cc2ccc3c(c2)OCO3)CC1
 : 4, 2, 5, 1, -9, -2.6, -2.4, 5, -9
- O=C(NNC(=O)C1CCN(S(=O)(=O)c2ccccc2)CC1)c1ccccc1O
 : 1, -1, -13, 6, 11, -4.2, -3.7, 3, 0
- N=c1c2c3c(sc2ncn1N)CCCC3
 : 5, -4, -2, -4, 17, -2.2, 0.4, -7, -8
- OC(CNCc1ccccc1F)COc1cccc2ccccc12 (stereo not given)
 : 4, -42, -5, 2, -10, -1.6, -2.5, -13, -3
- O=S(=O)(NCc1ccccn1)c1cc(OCC(F)(F)F)ccc1OCC(F)(F)F
 : 1, 2, 35, -2, 5, -2.4, -2.6, 0, -7
- COc1ccc(S(=O)(=O)NCCCCOc2ccc(Cl)cc2)cc1
 : 1, -14, -5, 5, 4, -1.1, -2.3, -9, -8
- CC1CCCN(S(=O)(=O)c2ccc([N+](=O)[O-])cc2)C1 (stereo not given)
 : ., -9, 19, -2, -6, -1.8, -1.0, -5, -14
- CCn1nc(C)cc1C(=O)OCC(=O)c1ccc(Cl)cc1
 : 4, -6, 17, -2, 1, -2.1, -3.0, -1, -7
- Cc1cc(C)n2nc(C(=O)OCC(=O)N(C)CC(=O)Nc3ccccc3Cl)nc2n1
 : -5, ., -4, -1, ., ., ., -3, .
- COc1ccc(CCC(C)NCc2cccc(Br)c2)cc1 (stereo not given)
 : 3, -12, 9, 1, 0, 1.2, 0.0, -9, -11
- CCOC(=O)Cn1nc(NC(=O)COc2ccc(F)cc2)cc1C
 : 0, 4, 13, 1, -13, -3.0, -2.4, -1, 2
- Cc1ccc(CNC(=O)CC2(CC3=NS(=O)(=O)c4ccccc4N3)CCCC2)cc1
 : -1, -4, -4, 4, 11, -4.1, -3.7, 6, -2
- COc1cccc(CNC(=O)N[C@@H](CC(C)C)C(=O)O)c1
 : 1, -4, 22, 4, -10, -5.0, -2.1, -2, -2
- CC(C)C(=O)Nc1nc2cc3c(cc2s1)OCCO3
 : -5, -3, -4, 2, 11, -4.5, -2.3, -8, -22
- O=C(CN1CCN(C/C=C/c2ccccc2)CC1)Nc1ccccc1C(=O)NC1CC1
 : 1, -20, -25, -3, 21, -2.7, -0.4, -6, -8
- O=Cc1s/c(=N\S(=O)(=O)c2ccccc2)n(CCCCl)c1Cl
 : ., 2, 28, -6, 23, -3.0, -2.4, -6, -16
- Cc1nn(CC(=O)N2CCCCC2)c(=O)c2nn(-c3ccccc3)c(C)c12
 : 4, 6, -4, -7, 8, -1.8, -0.5, 0, 3
- O=C(Nc1ccccc1Cl)c1ccc(COc2ccc3c(c2)CCC3)cc1
 : -4, -2, -12, 3, 8, -2.2, 0.6, -2, -5
- COc1ccc(OC)c(C2C(C(=O)c3cccs3)=C(O)C(=O)N2c2cc(C)on2)c1 (stereo not given)
 : -4, 0, 11, 3, 7, -0.3, 1.2, -2, -8
